Bioassay records (PubChem BioAssay)
TAAR1 antagonist = human TAAR1 antagonists, primary screen, Fluo-8 calcium fluorescence, CHO RD-HGA16 cells. Trace amine-associated receptor 1 (Homo sapiens), Q96RJ0. antagonist. inhibition, % at 3 µM. 1.5% of 360,000 active. AID 624466, 2012;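 active = inhibition above a per-plate cutoff, the mean inhibition of test compounds on that plate plus 3 SD, cut at about 49% in these data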;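 note: 0% = DMSO plus EC80 beta-PEA response and 100% = DMSO alone without agonist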
Target sequence (Q96RJ0 whole entry, looked up): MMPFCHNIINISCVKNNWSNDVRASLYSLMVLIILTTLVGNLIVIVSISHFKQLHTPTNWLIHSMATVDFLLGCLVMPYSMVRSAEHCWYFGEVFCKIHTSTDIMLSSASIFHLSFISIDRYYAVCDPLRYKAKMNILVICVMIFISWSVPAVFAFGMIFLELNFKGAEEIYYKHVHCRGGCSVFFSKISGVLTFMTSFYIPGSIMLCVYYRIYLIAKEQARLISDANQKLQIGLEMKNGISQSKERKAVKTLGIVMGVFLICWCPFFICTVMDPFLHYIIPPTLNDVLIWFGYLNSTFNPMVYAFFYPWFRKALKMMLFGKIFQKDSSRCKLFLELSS
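Test system: RD-HGA16 CHO cells with stable hTAAR1 and Gα16 / Probe or stimulus: EC80 β-phenethylamine stimulus / Times: seeding 17-24 h prior, 75-min 37 °C, 30-min RT dye loading / Detection: Fluo-8 calcium-sensitive fluorescence / Read-out basis: % inhibition scaled between DMSO and EC80 PEA controls / Repeats: singlicate, one well per test compound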
CHRM5 antagonist = human M5 muscarinic receptor antagonists, primary screen, CHO cells, Fluo-8 calcium fluorescence; AID 624040, 2012; inhibition, % at 3 µM; Muscarinic acetylcholine receptor M5 (Homo sapiens), P08912; 0.59% of 360,000 active; CHO-hM5 cells, ACh EC80;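 active = inhibition above a per-plate cutoff, the mean of that plate's test compounds plus 3 SD, cut at about 27% in these data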;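 note: 0% = acetylcholine EC80 with DMSO and 100% = DMSO without agonist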
Target sequence (P08912 whole entry, looked up): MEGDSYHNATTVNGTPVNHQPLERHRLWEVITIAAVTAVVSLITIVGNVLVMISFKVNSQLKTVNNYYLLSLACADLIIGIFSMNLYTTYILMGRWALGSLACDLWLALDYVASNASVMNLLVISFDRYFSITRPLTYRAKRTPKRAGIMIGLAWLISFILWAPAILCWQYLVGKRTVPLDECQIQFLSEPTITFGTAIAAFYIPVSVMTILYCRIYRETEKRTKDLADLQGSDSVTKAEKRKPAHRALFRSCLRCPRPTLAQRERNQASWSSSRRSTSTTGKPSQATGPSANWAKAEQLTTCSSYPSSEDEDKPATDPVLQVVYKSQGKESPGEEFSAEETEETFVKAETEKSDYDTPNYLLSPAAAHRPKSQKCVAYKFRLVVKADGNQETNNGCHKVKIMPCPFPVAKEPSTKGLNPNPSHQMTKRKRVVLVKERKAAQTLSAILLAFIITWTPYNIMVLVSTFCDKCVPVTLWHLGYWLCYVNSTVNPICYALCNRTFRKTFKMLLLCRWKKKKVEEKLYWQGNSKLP
CRFBP-R2 block = antagonists of CRF-BP/CRF-R2 complex, primary screen, cell-based, HEK293, calcium dye fluorescence, uHTS | CRF-induced calcium fluorescence | inhibition, % at 11.8 µM | 0.59% of 350,000 active;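 active = inhibition of the ligand-induced calcium signal above about 50% at the single tested concentration, limit read from the data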
M5 ag = human M5 muscarinic receptor agonists, primary screen, CHO-K1 cells, Fluo-8 calcium fluorescence. Muscarinic acetylcholine receptor M5 (Homo sapiens), P08912. CHO-K1 hM5 cells; 0% DMSO wells, 100% maximal acetylcholine response. activation, % at 3 µM. 0.19% of 360,000 active;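 active = activation above the run's mean over test compounds plus 3 SD, cut at about 23% in these data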;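 note: signal is peak over basal fluorescence ratio across the kinetic read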
CHO-K1 Ca PAM = nonselective calcium activators in parental CHO-K1 cells, primary screen, counter-screen for M1 PAM project, cell-based, Fluo-8 calcium fluorescence, full deck, 1536-well | ATP EC20; 0% at ATP EC20, 100% at ATP max | activation, % at 3 µM | 0.02% of 360,000 active;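 active = activation above the run cutoff, the mean activation of all test compounds plus 3 SD, cut at about 40% in these data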;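 note: peak over basal fluorescence ratio in a 140 s read after ATP addition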
M5 PAM = human M5 muscarinic receptor positive allosteric modulators, primary screen, CHO-K1 cells, Fluo-8 calcium fluorescence | CHO-K1 hM5, ACh EC20 PAM; 0% = ACh EC20, 100% = ACh EC100 | activation, % at 3 µM | 0.3% of 360,000 active | AID 624038, 2012;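 active = activation above the run cutoff, the mean activation of all test compounds plus 3 SD, cut at about 18% in these data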
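System: CHO-K1 hM5 cells. Reagent: acetylcholine, EC20 level. Compound dosing: single dose, 3 µM nominal final test concentration. Timing: Post-acetylcholine fluorescence recording 140 s. Detection: Fluo-8 calcium fluorescence. Read-out: % activation, ACh-normalized. Benchmarks: ACh EC20 and EC100 wells. Repeats: singlicate, one well per test compound.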
TAAR1 agonist = human TAAR1 agonists, primary screen, Fluo-8 calcium fluorescence, CHO RD-HGA16 cells. Trace amine-associated receptor 1 (Homo sapiens), Q96RJ0. activation, % at 3 µM. 0.99% of 360,000 active. vehicle wells 0%, saturating PEA agonist 100%;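 active = activation above the mean activation of all test compounds in the run plus 3 SD, cut at about 38% in these data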
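Test system: RD-HGA16 (CHO) cells co-expressing Gα16 and hTAAR1; dosing: one-point dosing at 3 µM (nominal); timing: 17-24 h seeding, 75 min 37 °C dye, 30 min RT; signal: kinetic Fluo-8 calcium fluorescence; read-out basis: % activation relative to PEA EC100 response; controls: DMSO and PEA EC100; replicates: n 1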
M4 PAM = human M4 muscarinic receptor positive allosteric modulators, primary screen, CHO-K1 cells, Fluo-8 calcium fluorescence; Muscarinic acetylcholine receptor M4 (Homo sapiens), P08173; CHO-K1 hM4/Gqi5, ACh EC20; 0% = ACh EC20, 100% = maximal ACh; activation, % at 3 µM; 0.4% of 360,000 active; AID 624126, 2012;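 active = activation above its plate's cutoff, the mean activation of sample wells plus 3 SD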; note: some results filed as inactive read as strong as hits
CRFR2-BP ag = agonists of CRF-BP/CRF-R2 complex, primary screen, cell-based, HEK293, calcium dye fluorescence, uHTS | activation, % at 13.2 µM | calcium dye fluorescence (FLIPR); percent of saturating CRF peptide response | 0.46% of 350,000 active | AID 588473, 2011;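 active = activation of at least 50%, plus an integration ratio under a set limit after plate pattern correction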;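 note: plate controls were neutral control wells without compound for no effect and CRF at EC100 for full effect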
An asterisk follows results filed as active; / = no result given.

SMILES	TAAR1 antagonist	CHRM5 antagonist	CRFBP-R2 block	M5 ag	CHO-K1 Ca PAM	M5 PAM	TAAR1 agonist	M4 PAM	CRFR2-BP ag
CCCCN1C(=O)C(CC(=O)NCc2ccco2)CC(C(=O)N(CC)CC)=C1C (stereo not drawn)	-1	-1	-7	0	6	1	6	0	1.2
O=c1oc2ccccc2n1CCn1c2ccccc2c2nc3ccccc3nc21	14	1	8	1	-1	-2	10	-1	3.4
COc1ccc(/C(=C\Nc2ccc(C)c(C)c2)C(C)=O)cc1OC	20	7	8	0	-6	0	5	11	-0.3
C[N+](C)(C)c1ccc(/C=N/Nc2nc(Cl)c(C#N)c(Cl)c2Cl)cc1	-18	-4	20	32*	9	-5	0	-1	-1.9
COc1ccc(Cl)cc1S(=O)(=O)N1CCCC(C(=O)NCc2ccncc2)C1 (stereo not drawn)	-13	-6	-7	-3	11	2	1	11	3.0
O=C(OCc1nc(-c2ccccc2Cl)no1)c1ccco1	-10	8	0	3	-5	-3	4	7	0.2
COc1ccc(NC(=O)CC2Oc3ccc(C)cc3NC2=O)cc1 (stereo not drawn)	-7	-2	-19	1	17	2	0	4	-2.8
COC(=O)c1sccc1NC(=O)c1ccccc1[N+](=O)[O-]	1	-4	12	-1	26	4	-2	-1	-2.5
O=C(Nc1cccc(NS(=O)(=O)c2ccc(S(=O)(=O)NC3CC3)cc2)c1)c1ccccn1	11	6	-10	-5	-4	-14	4	-6	0.3
Cc1nc2nc(-c3ccc(F)cc3)cn2nc1C	-4	-1	-10	-1	-19	-5	-1	1	-0.5
C=CCNc1nc(NCCOc2ccccc2Cl)c2sc(-c3ccccc3)cc2n1	-24	-3	/	-2	4	-2	0	-3	/
O=C(NC(Cc1ccccc1)C(=O)O)NC12CC3CC(CC(C3)C1)C2 (stereo not drawn)	0	7	9	2	19	3	2	0	-0.4
Cc1cc(C)n(CCc2nc(-c3ccc(-c4ccccc4)cc3)cs2)n1	14	-8	0	0	19	-3	5	-9	-2.2
CCN(CC)CCn1c(O)c(N=O)c2ccccc21	0	3	-33	-4	20	1	15	-9	19
CN1CCN(c2nc(NCc3ccco3)nc(N)c2[N+](=O)[O-])CC1	-13	4	-9	-3	22	2	5	-2	-1.2
Cc1ccc(S(=O)(=O)Nc2nc(C)c(NC(=O)Nc3ccc(Cl)cc3Cl)s2)cc1	-20	4	1	-3	-6	-1	28	0	-2.5
CC(=O)c1c(C)[nH]c2ccccc2c1=O	2	-3	9	0	24	5	6	6	-0.8
CC(=O)Nc1ccc(SCc2csc(C)n2)cc1	1	4	7	-3	8	3	0	-6	0.1
C/C(=N\N(C)C)C1=C(O)c2ccccc2C1=O	-12	1	4	-1	31	3	0	3	-0.6
COC(=O)C1CCN(CC(=O)NC(=O)Nc2ccccc2F)CC1	3	16	12	2	9	-13	2	-1	-1.7
Cn1nc(C(=O)OCC(=O)c2ccc(Cl)cc2)c2ccccc2c1=O	12	4	12	0	22	5	2	16*	-2.7
COc1ccc(OC)c(CNC(=O)C2CCN(S(C)(=O)=O)CC2)c1	-3	2	-6	-1	17	7	2	4	-0.4
O=C(CSc1n[nH]c(-c2ccccc2Cl)n1)NC1CCCCC1	3	13	-7	-4	23	-1	-4	1	2.5
COc1ccc(Cl)cc1-n1c(N)c(C(N)=O)sc1=S	/	6	5	8	11	-7	/	5	0.2

Overlap with the part before: two entries, then new ones.
SMILES	TAAR1 antagonist	CHRM5 antagonist	CRFBP-R2 block	M5 ag	CHO-K1 Ca PAM	M5 PAM	TAAR1 agonist	M4 PAM	CRFR2-BP ag
O=C(CSc1n[nH]c(-c2ccccc2Cl)n1)NC1CCCCC1	3	13	-7	-4	23	-1	-4	1	2.5
COc1ccc(Cl)cc1-n1c(N)c(C(N)=O)sc1=S	/	6	5	8	11	-7	/	5	0.2
COc1ccccc1OCC(=O)Sc1ccc(C)cc1	10	-13	-9	1	22	7	8	13	-5.6
Clc1ccc2c(NCCNC3CCCCC3)ccnc2c1	-2	8	10	-12	-6	-2	0	-1	0.6
COc1ccccc1NC(=S)NCCc1ccc(Cl)cc1	0	-3	7	-5	4	1	13	-3	-0.1
NC(=O)C1CCN(C(=O)CCNS(=O)(=O)c2ccccc2F)CC1	4	16	-5	2	4	0	6	6	-0.4
C=CC[n+]1c(-c2ccc(Cl)cc2Cl)csc1Nc1c(C)n(C)n(-c2ccccc2)c1=O	16	-13	40	1	-15	-2	2	-9	-1.4
CCCC1CCC(=NNC(=O)CNc2ccc(OC)cc2)CC1 (stereo not drawn)	-9	3	-31	-2	-2	-4	0	12	-2.6
Cc1cc(C(=O)NCC(C)(C)N2CCOCC2)c(C)o1	-6	-4	4	-3	10	0	3	4	5.5
Cc1ccc(-c2[nH]c3ccccc3c2SCCNC(=O)c2cc3ccccc3oc2=O)cc1	7	1	8	0	31	-1	-1	-2	-6.0
COCc1nnc(NC(=O)c2ccc(OC)cc2OC)s1	5	-1	-2	0	-1	9	-1	20	-0.2
O=C(CN=C1NS(=O)(=O)c2ccccc21)OCC(=O)c1cc(F)ccc1F	-2	2	8	-2	25	5	6	1	0.3
O=C(Nc1ccc(OC(F)F)c(Cl)c1)[C@@H]1CCCN1C(=O)c1cccs1	3	-6	3	-3	9	9	7	9	-0.5
CCOCCCNCC(=O)Nc1cc(S(=O)(=O)N2CCOCC2)ccc1N1CCOCC1	24	-1	4	2	-3	5	10	9	1.3
Cn1c(=O)c(C(=O)c2ccccc2)c(O)c2ccccc21	-24	8	7	0	-16	1	3	0	-0.8
Cn1cccc1C(=O)NC(=O)CSc1nnc(C2CC2)n1-c1ccccc1	-1	-2	-8	1	18	5	6	10	-0.2
O=C(NNC(=O)c1ccccc1[N+](=O)[O-])c1cnccn1	-4	-6	6	1	-2	1	5	1	0.7
COc1ccc(C(=O)N2CCN(Cc3ccccc3C(F)(F)F)CC2)cc1	-17	2	0	-1	6	5	0	3	-0.5
COc1cccc(N2CCN(C(=O)c3ccc(CS(=O)Cc4ccccc4Cl)o3)CC2)c1 (stereo not drawn)	30	-5	-17	1	6	-3	6	-12	-2.1
Cc1cc(OC(=O)c2ccc(C(F)(F)F)cc2)c([N+](=O)[O-])c(=O)[nH]1	-9	-1	-7	1	-1	-5	0	-1	-0.8
Cc1onc(-c2c(Cl)cccc2Cl)c1C(=O)Nc1c(C)n(C)n(-c2ccccc2)c1=O	14	-3	3	-10	25	-3	-1	-3	0.6
CC(C)(C)c1cc(NC(=O)COC(=O)C2CC2)n(-c2ccccc2)n1	2	-8	1	-4	24	11	7	-4	-0.8
O=C(NCC12CC3CC(CC(C3)C1)C2)c1nn2c(c1Cl)NC(c1ccco1)CC2C(F)(F)F (stereo not drawn)	-20	4	-4	-4	5	-8	7	1	2.8
Cc1cc(=O)oc(C)c1C(=O)NCc1ccccc1	5	9	2	-4	8	-4	6	-4	-1.9
Cc1ccccc1CS(=O)(=O)Cc1ccc(C(=O)NCc2ccco2)o1	9	-2	-8	5	19	-3	3	8	0.1
CN(C)c1cccc2c(S(=O)(=O)N3CCOCC3)cccc12	18	-5	-1	-3	6	5	6	-3	0.8
Cc1nn(C)c(C(=O)NC(=S)Nc2ccccc2Br)c1Cl	-26	-6	-73	-6	-8	2	1	5	93*
COc1ccc(Cl)cc1C(=O)NNC(=O)c1ccc(F)c(S(=O)(=O)N2CCOCC2)c1	7	2	-8	-8	-17	1	2	4	-2.1
CCOC(=O)c1ccc(NC(=S)NCCCN2CCN(C3CCCCC3)CC2)cc1	-7	10	-4	-11	11	-2	0	-23	5.3
CN(C)S(=O)(=O)c1ccc(C(=O)NCc2ccccc2)cc1	-2	2	0	1	9	2	2	1	0.0
Cc1cccc(CC(=O)NCCS(=O)(=O)N2CCN(c3cccc(Cl)c3)CC2)c1	4	2	0	1	1	1	2	-4	0.2
COCCn1c(SCC(=O)Nc2ccc(F)cc2F)nc2c(c1=O)SCC2	-6	-2	-12	0	7	-5	0	0	-2.5
CCc1nnc(NC(=O)/C=C/c2cccs2)s1	-12	6	-19	-2	-6	1	1	12	0.4
Cc1nnc2ccc(-c3ccc(NS(=O)(=O)c4ccc(F)cc4F)cc3)nn12	6	-4	24	6	5	5	5	3	0.3
CNC(=O)c1c(NC(=O)CS(=O)(=O)c2ccccc2)sc(C)c1C	-30	2	-10	3	-22	4	1	5	-2.2
COc1ccc(NC(=O)c2ccc(C(=O)c3cc(OC)ccc3OC)cc2)cc1	/	6	-9	0	1	-6	/	6	0.9
Fc1ccc(-c2ccc(/C=N/n3cnnc3)o2)cc1	7	4	2	-4	4	5	3	2	-0.6
N/C(=N\c1nc2ccccc2o1)NC(=O)c1ccc(Cl)cc1	-10	2	1	-1	21	-1	4	5	1.6

3 compounds already listed, sorted by heavy-atom count, rising.
SMILES	TAAR1 antagonist	CHRM5 antagonist	CRFBP-R2 block	M5 ag	CHO-K1 Ca PAM	M5 PAM	TAAR1 agonist	M4 PAM	CRFR2-BP ag
Cc1nn(C)c(C(=O)NC(=S)Nc2ccccc2Br)c1Cl	-26	-6	-73	-6	-8	2	1	5	93*
N/C(=N\c1nc2ccccc2o1)NC(=O)c1ccc(Cl)cc1	-10	2	1	-1	21	-1	4	5	1.6
CNC(=O)c1c(NC(=O)CS(=O)(=O)c2ccccc2)sc(C)c1C	-30	2	-10	3	-22	4	1	5	-2.2

(next part)
SMILES	TAAR1 antagonist	CHRM5 antagonist	CRFBP-R2 block	M5 ag	CHO-K1 Ca PAM	M5 PAM	TAAR1 agonist	M4 PAM	CRFR2-BP ag
CN(C)c1nc(N(C)C)nc(N(C#N)Cc2ccc(Cl)cc2)n1	16	-5	10	-2	-4	-1	4	9	3.9
Cc1ccccc1NC(=O)CNC(=O)c1ccc(C(F)(F)F)cc1	5	1	-17	-1	-12	0	-2	5	5.8
COc1ccc(CNC(=O)N2CCN(S(=O)(=O)c3ccc(C)cc3C)CC2)cc1	8	4	13	0	8	-1	-4	-6	-1.9
CCCc1nc(N2CCCC2)c(C#N)c2c1CCCC2	0	7	-42	0	14	1	3	2	0.1
CN(C)S(=O)(=O)c1ccc(C(=O)OCC(=O)NC(=O)NCc2ccccc2)cc1	0	0	-10	-4	-8	-2	14	-5	3.3
CCN1C/C(=C\c2cc(OC)c(OC)c(OC)c2)C2=NN(c3ccccc3)C(c3cc(OC)c(OC)c(OC)c3)C2C1 (stereo not drawn)	-19	11	-32	-1	5	-3	0	-5	4.9
CCCNC(=O)Nc1nc(C(N)c2ccc(OC)cc2)cs1 (stereo not drawn)	4	-7	/	1	-1	5	1	9	/
